# Insulin prom inh: TRM-6 insulin promoter activity inhibition | inhibition, % at 2 µM | TRM-6 cells (human fetal islet line), insulin promoter-eGFP reporter, imaging; reporter expression induced with tamoxifen | 130,000 tested, 0.9% active | AID 1273;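 active = inhibition above the mean plus 3 SD, with well images judged a real hit on visual review, cut at about 60% in these data, passing the limit was not always enough; inconclusive = inhibition over the cutoff but images rejected on review; inactive = inhibition not above the cutoff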
# sdo1 growth: sdo1-depleted yeast growth rescue | z-score at 10 µM | S. cerevisiae sdo1-depleted JHY4D growth rescue, OD600 30 h; stronger effect = higher value; pdr5 snq2 efflux-pump mutant strain | 140,000 tested, 0.21% active;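 active = z-score above 3 at both the 24 hr and the 30 hr optical density reads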;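 note: z-score against mean and SD of all compound wells on the same plate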
# sdo1 growth Rescue 24 h: second read-out of sdo1 growth, no call of its own (marks repeat the call); z-score; S. cerevisiae sdo1-depleted JHY4D growth rescue, OD600; measured here: growth rescue at 24 h;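 0 is the plate mean of compound wells and units are plate SD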
# Starred values were filed as active, the others as inactive; ? = inconclusive; . = not tested or not shown; & = joins results of further samples; [ ] = dose if it differs, or a comment.
SMILES,Insulin prom inh,sdo1 growth,sdo1 growth Rescue 24 h
Nc1nc(N2CCCCC2)nc2ccccc12,.,0.57,-0.22
Cc1ccc(SCC(=O)N2CCOCC2)cc1,-2,0.53,0.54
CC[N+](CC)(CC#Cc1ccccc1)CC(=O)c1ccc(Cl)cc1,.,0.96,0.12
O=C(NCc1ccccn1)c1nnc(Cc2ccc(Cl)cc2)o1,-90,1.1,0.18
Cc1[nH]c2ccccc2c1C(=O)CN1CCCCC1C (stereo not given),.,-0.6,-0.72
COc1cccc(NC(=S)/C(=C(\[O-])c2cc(C)n(-c3ccccc3F)c2C)[n+]2ccc(N(C)C)cc2)c1,19,.,.
COc1ccc(C(=O)Nc2cccc(C(=O)N3CCN(C)CC3)c2)cc1,-4,1.3,1.1
CCCCc1c(O)nc(SCC(=O)N2CCOCC2)[nH]c1=O,-36,0.01,-0.31
CCOC(=O)C1CCN(C(=O)c2sc3nc(-c4ccc(F)cc4)cn3c2C)CC1,.,-1.6&-0.87,-1.6&-1.3
O=C(CSc1nnc(Cc2cc(=O)[nH]c(=O)[nH]2)n1-c1ccc(Cl)cc1)N1CCc2ccccc21,29,.,.
Cc1ccccc1NC(=O)c1cn(-c2ccccc2)nc1-c1ccccc1,.,-1.3,-1.7
Cn1c(Cc2ccccc2)nnc1SCC(=O)c1ccc(Br)s1,95*,-1,-0.12
COc1ccc2cc(/C=C/C(=O)c3ccco3)c(Cl)nc2c1,6,-0.58,0.03
COc1ccc(CCC(=O)N2CCN(C3CCCCC3)CC2)cc1,-108,0.56,-0.52
O=C(O)c1ccc(N2Cc3ccccc3C2)cc1O,13,-0.02,0.07
COc1ccc(S(=O)(=O)NCCSC(C)(C)C)cc1Cl,-29,-0.22,-0.65
COc1cc(S(=O)(=O)N2CCN(Cc3ccccc3)CC2)ccc1Br,-192,-1.5,-0.79
Cc1cc(C)nc(NC(=O)CSc2nc3ccccc3o2)n1,-8,2,2.4
CC(=O)OC(C(=O)NC1CCCCC1)c1ccncc1 (stereo not given),-24,0.44,0.75
O=C(c1ccc(Cl)cc1)c1ccc(OCC(=O)N2CCOCC2)cc1,.,1[12.6 µM],2
COc1ccccc1NC(=O)N1CCCC1,16,.,.
Cc1cccc(OCCNC(=S)NC(=O)c2cccnc2)c1,?,-0.69,-1.6
Cc1cccc2cc(CN(CC3CCCO3)C(=S)NCc3ccco3)c(=O)[nH]c12 (stereo not given),8,-1,-0.73
COC(=O)c1cc(OC)c(OC)cc1NC(=S)N1CCC(C(N)=O)CC1,42,0.48,0.69
CS(=O)(=O)N1CCN(C2Cc3ccccc3C2)CC1,-11,0.62,-0.47

# Grouped by structure: the entries above containing an aryl thioether with sulfur outside any ring.
SMILES,Insulin prom inh,sdo1 growth,sdo1 growth Rescue 24 h
Cc1ccc(SCC(=O)N2CCOCC2)cc1,-2,0.53,0.54
CCCCc1c(O)nc(SCC(=O)N2CCOCC2)[nH]c1=O,-36,0.01,-0.31
O=C(CSc1nnc(Cc2cc(=O)[nH]c(=O)[nH]2)n1-c1ccc(Cl)cc1)N1CCc2ccccc21,29,.,.
Cn1c(Cc2ccccc2)nnc1SCC(=O)c1ccc(Br)s1,95*,-1,-0.12
Cc1cc(C)nc(NC(=O)CSc2nc3ccccc3o2)n1,-8,2,2.4

# Further structures
SMILES,Insulin prom inh,sdo1 growth,sdo1 growth Rescue 24 h
CC(C)COC(=O)C(C#N)c1nc2ccccc2nc1N1CCN(Cc2ccc3c(c2)OCO3)CC1 (stereo not given),33,-1.6,-0.91
COc1ccc(C(=O)NCC(=O)OCc2ccc(Br)cc2)cc1,0,0.5,-0.44
Cc1cc(OC(=O)c2ccccc2)n(CCC#N)n1,.,-0.73,-0.56
O=C(/C=C/c1ccc(F)cc1)NCC1(c2ccccc2)CCOCC1,-18,0.5,0.41
COc1cccc(Oc2cnc(N)nc2-c2ccc(OC)cc2O)c1,-62,-1.4,-0.76
CC1(NC(=S)N(CCO)CCO)CCS(=O)(=O)C1 (stereo not given),4,0.68,-0.3
CC(C)CCOc1ccc(C(CC(N)=O)C(=O)O)cc1 (stereo not given),-408,0.74,0.19
CCc1nc(SCC(=O)c2cccs2)c2oc3ccccc3c2n1,16,-1.1,-0.72
COc1c2ccoc2c(OC[C@@H](O)C(C)(C)OC)c2oc(=O)ccc12,-5,0.65,0.17
CCOc1ccc(-c2cn[nH]c2N)cc1,36,0.37,-0.26
CCOc1cc(C)c(C(C)C)cc1S(=O)(=O)N1CC(C)OC(C)C1 (stereo not given),-282,-0.65,-0.43
CCc1ccc(OC2=NS(=O)(=O)c3ccccc32)cc1,20,.,.
Cc1cc(N(C)C)nc(SC(C)C)n1,55,-0.68,-1.4
CCCCn1c(SCc2ccc(Cl)cc2)nc2c1c(=O)[nH]c(=O)n2C,4,-1.5,0.06
CN(C)C(=O)C1CCC(=O)N1Cc1cccs1 (stereo not given),35,.,.
CN1CCN(c2ncnc3sc(-c4ccccc4)cc23)CC1,-5,.,.
NC(=O)c1ccc(NC(=O)CCCN2C(=O)c3ccccc3C2=O)cc1,32,-0.18,-0.88
NNc1nc2ccccc2nc1C(F)(F)F,12,.,.
O=C1NCC(=O)N(Cc2ccccc2)/C1=C/c1ccccc1,44,.,.
O=C(CSc1nc2ccccc2o1)N1c2ccccc2Sc2ccc(C(F)(F)F)cc21,-3,-0.5,-0.26
CN(c1ccccc1)c1ccc(/C=C(\CCC(=O)O)c2nc3ccccc3s2)cc1[N+](=O)[O-],-19,-0.94,0.03
CC(CCc1ccccc1)NC(=O)C(=O)NCc1ccccc1 (stereo not given),33,-1.1,-0.89
COc1ccc(OC)c(S(=O)(=O)N(C)CC(=O)N2CCN(c3cccc(Cl)c3)CC2)c1,27,-0.01,0.01
O=C(NC1(C(F)(F)F)N=C2SCCN2C1=O)c1ccccc1 (stereo not given),-26,1.1,0.3
CN1CCCN(S(=O)(=O)c2ccc3c(c2)OCCO3)CC1,-11,0.16,-0.38
# Remaining list, next part.
SMILES,Insulin prom inh,sdo1 growth,sdo1 growth Rescue 24 h
COc1ccccc1Oc1coc2cc(OC(=O)N3CCOCC3)ccc2c1=O,5,1,1.4
CCc1ccc(CNC(=O)C2CCC(=O)N2C2CCCCC2)cc1 (stereo not given),-72,1.1,1.1
CC1(C)CC(=O)C2=C(C1)N=C1c3ccccc3C(=O)C1C2c1ccc(Cl)cc1 (stereo not given),.,-0.36,0.09
CCN(CC)C(=O)COc1ccc(CC(=O)O)cc1OC,.,0.69,0.44
O=C(COC(=O)CCOc1ccccc1)NCCC1=CCCCC1,7,.,.
Cc1ccc(C(=O)Nc2ccc3c(c2)OCO3)cc1S(=O)(=O)N1CCCC1,3,-0.83,-1.1
Cc1cc(NC(=O)CSc2nnc(-c3ccc(Cl)s3)o2)no1,-216,-0.8,-0.53
Cc1cc(C(=O)OCC(=O)Nc2cccc(S(=O)(=O)N3CCOCC3)c2)c(C)o1,37,-0.14,-0.64
CCCCn1nnnc1NCc1cc(Cl)c(OC)c(OC)c1,-21,.,.
Cn1c(CNc2nc(-c3ccccc3)cs2)nnc1SCC(=O)OC1CCCCC1,.,-1.6,-1.5
Cc1ccc(Cn2c(Cc3ccccc3)nc3ccccc32)cc1,52,-2.1,-1.4
CCOC(=O)C1=C(C)Nc2nc(C)nn2C1c1cc(OC)ccc1OC (stereo not given),46,1.1,-0.67
CCn1c(SCC(=O)c2ccc3ccccc3c2)nnc1-c1cccs1,-66,-0.96,-1.2
COc1cccc(C(=O)c2c[nH]c(C(=O)NCc3cccs3)c2)c1,.,0.4,-0.24
O=C(CN1C(=O)S/C(=C\c2ccc(F)cc2)C1=O)Nc1cccc(S(=O)(=O)NCc2ccco2)c1,17,.,.
O=C(CSc1nc(-c2cccs2)cc(C(F)(F)F)n1)NCCCN1CCOCC1,-17,.,.
Cc1ccc(Oc2nc3c(c(=O)n(Cc4ccccc4F)c(=O)n3C)n2C)cc1,33,-2,-1.6
CCn1c(SCC(=O)Nc2nnc(C)s2)nnc1-c1ccncc1,-37,0.76,0.21
O=C(COc1ccc2ccccc2c1)NC1=NCCS1,-9,-0.14,-0.48
O=C(CSc1nc2ccccc2c(=O)[nH]1)N1CCOCC1,26,0.34,0.33
CC(C)C1NC(=S)N(C2CCCCC2)C1=O (stereo not given),17,0.26,-0.12
CCN1CCN(C(=S)c2ccc(OCC(=O)N3CCOCC3)cc2)CC1,29,0.87,1.8
CCC(=O)Nc1ccccc1C(=O)OC(c1ccccc1)c1ccccc1,-7,-0.12,-0.5
CCCC(=O)c1cc(F)c(N2CCN(S(=O)(=O)c3ccccc3)CC2)cc1C,-4,-0.2,-0.34
O=C(O)C1CCCCC1C(=O)NCCC(c1ccccc1)c1ccccc1 (stereo not given),-32,0.13,-0.34
# Next records.
SMILES,Insulin prom inh,sdo1 growth,sdo1 growth Rescue 24 h
Cc1cc2c(cc1C)CSC(c1c(O)ccc3ccccc13)SC2,48,-2.8,-1.6
N#CC1=C(N)C(C#N)(C#N)C2(CCC3(CC2)OCCO3)C2CC3(CC=C12)OCCO3 (stereo not given),.,-0.41,-0.21
COc1cc(OC)cc(-n2nnnc2SCC(=O)NCCc2ccc(OC)c(OC)c2)c1,-4,.,.
COc1ccc(NC(C)=O)cc1NC(C)C(=O)Nc1cc(C(F)(F)F)ccc1N1CCOCC1 (stereo not given),-22,0.94,0.5
O=C(c1ccco1)N1CCN(c2nc(C3CC3)nc3c2nnn3Cc2ccccc2Cl)CC1,-28,-0.49,-1.1
CCNc1ccc(C(=O)OCC)cc1NC(=O)c1cc(S(=O)(=O)N2CCOCC2)ccc1C,-18,1,-0.34
COc1ccc(C(=O)N=c2sc3ccccc3n2C)cc1OC,-21,.,.
COc1nc(N2CCOCC2)nc(C)c1[N+](=O)[O-],39,-0.03,-0.26
O=C(NC(=S)N1CCc2ccccc21)C1CCC1,16,.,.
Cc1cc(NS(=O)(=O)c2ccc(NC(=O)C(C(C)C)N3C(=O)c4ccccc4C3=O)cc2)nc(C)n1 (stereo not given),37,0.9,0.48
CCN(CCCNC(=O)CN(C)S(=O)(=O)c1cccc2nsnc12)c1cccc(C)c1,.,0.53,0.84
Cc1ccc(NCN2C(=O)C3C4CCC(C4)C3C2=O)cc1 (stereo not given),40,0.12,-0.47
Cc1cccnc1NC(=O)c1ccccc1-c1ccccc1C(=O)Nc1ncccc1C,0,0.54,-0.76
CCOC(=O)C1=C(C)Nc2sc(C(=O)c3ccc(C)cc3)c(N)c2C1c1ccc(C(=O)OC)cc1 (stereo not given),18,0.94,1.6
CCCCOc1ccc(C(=O)NCc2ccccn2)cc1,-71,0.13,0.24
CC(=O)OC1CC2(C)C(=O)CCC2C2CCc3cc(O)ccc3C12 (stereo not given),.,0.06,-0.71
c1ccc(-n2cnc3ccccc32)cc1,16,.,.
CCOc1cc(/C=N/n2cnnc2)ccc1O,-100,0.61,0.81
COc1ccccc1C(=O)NCC(=O)n1nc(C)cc1C,-7,-0.2,-0.65
O=C(NC(N1CCOCC1)C(Cl)(Cl)Cl)c1ccc(F)cc1 (stereo not given),0,.,.
Cc1ccc(S(=O)(=O)Nc2nc(C)cc(NCCN)n2)cc1,-43,0.61,-0.29
N=c1n(CCc2ccccc2)c2ccccc2n1Cc1ccccc1F,-41,0.05,-0.08
CCOc1ccc(C2CC(c3cccc(C)c3)n3nc(N)nc3N2)cc1 (stereo not given),0,1.3,1.4
CCC(NC(=O)c1ccccc1NC(=O)c1ccccc1)C(=O)OC (stereo not given),-24,.,.
N#C/C(=C\c1cn(CCOc2ccccc2)c2ccccc12)C(=O)NCC1CCCO1 (stereo not given),-18,-2,-1.8

# Pulled by compound from the entries so far:
SMILES,Insulin prom inh,sdo1 growth,sdo1 growth Rescue 24 h
CC(=O)OC1CC2(C)C(=O)CCC2C2CCc3cc(O)ccc3C12 (stereo not given),.,0.06,-0.71
CCOc1cc(/C=N/n2cnnc2)ccc1O,-100,0.61,0.81
CCOC(=O)C1=C(C)Nc2sc(C(=O)c3ccc(C)cc3)c(N)c2C1c1ccc(C(=O)OC)cc1 (stereo not given),18,0.94,1.6
COc1nc(N2CCOCC2)nc(C)c1[N+](=O)[O-],39,-0.03,-0.26

# Going on with the list.
SMILES,Insulin prom inh,sdo1 growth,sdo1 growth Rescue 24 h
CC1CCN(c2nnc(-c3cccs3)c3ccccc23)CC1,.,-1.2,-0.79
CCOC(=O)C(C)n1cnc2c(nnn2Cc2ccc(Cl)cc2)c1=O (stereo not given),.,0.65,0.93
CN(/C=C/C(=C/C=[N+](C)c1ccccc1)OCCCS(=O)(=O)[O-])c1ccccc1,0,.,.
OCCN=C(c1ccccc1)C12CN3CN(CN(C3)C1)C2,.,-0.34,-1
COc1ccccc1-n1c(C)nc2cc(C(=O)O)ccc21,-13,0.71,0.32
Cc1ccccc1NC(=S)NNc1ncc(C(F)(F)F)cc1Cl,.,1.9,2.2
CC(=O)c1cccc(NC(=O)c2ccc(NS(=O)(=O)c3c(C)noc3C)cc2)c1,.,0.7,0.14
COC(=O)c1coc(-c2ccc(C)cc2)c1C(=O)OC,.,-1.1,-0.73
Cc1c(CCC(C)C)c(-n2ccnc2C)n2c(nc3ccccc32)c1C#N,0,-0.33,-0.19
CCC(=O)Nc1ccc(C(=O)Nc2cc(C)on2)cc1,-24,0.32,0.5
CCCn1c(N)nc2ccccc21,-14,0.42,0.62
O=C(NC(Nc1ccc(F)cc1)(C(F)(F)F)C(F)(F)F)c1cccnc1,39,0.32,-0.54
Cc1cc(C)c(C#N)c(SCc2cn3c(C)cccc3n2)n1,0,-0.52,-0.3

# Entries of single compounds as entered above. Screens in order: Insulin prom inh, sdo1 growth, sdo1 growth Rescue 24 h
# Shown for Cc1ccccc1NC(=S)NNc1ncc(C(F)(F)F)cc1Cl → ., 1.9, 2.2
# Shown for CCC(=O)Nc1ccc(C(=O)Nc2cc(C)on2)cc1 → -24, 0.32, 0.5

# Compound activity: PubChem BioAssay, several laboratories
